# High-throughput results as filed in PubChem.
# EP2 mod: EP2 receptor (human) modulation | AID 940 | EP2-expressing cells, cAMP HTRF FRET, PGE2 co-stimulation | P43116 | induction, % at 25 µM | actives 0.83% (n = 260,000);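 active = compounds whose cAMP rise, as percent of the full-agonist control response, exceeds 60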;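 note: rat C6 glioma line stably carrying human EP2 under a CMV promoter; the protocol text gives 20 µM as final concentration; 100% = response of wells given 1 µM PGE2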
# Target sequence (P43116 whole entry, looked up): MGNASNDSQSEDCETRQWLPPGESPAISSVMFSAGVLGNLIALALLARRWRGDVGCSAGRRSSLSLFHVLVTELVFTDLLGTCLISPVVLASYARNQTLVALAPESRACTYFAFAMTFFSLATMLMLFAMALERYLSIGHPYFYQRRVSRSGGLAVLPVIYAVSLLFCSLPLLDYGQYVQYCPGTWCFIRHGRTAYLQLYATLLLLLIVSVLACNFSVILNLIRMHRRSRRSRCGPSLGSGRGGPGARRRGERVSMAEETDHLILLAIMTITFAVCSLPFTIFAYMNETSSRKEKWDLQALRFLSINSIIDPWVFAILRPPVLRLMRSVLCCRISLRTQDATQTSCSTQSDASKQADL
# * marks the source's active call; other numbers are inactive results.
SMILES,EP2 mod
COc1ccc(S(=O)(=O)Nc2cc(Cl)c3oc(=O)sc3c2)cc1,-68
CCc1cc(N2CCCC(O)C2)n2nc3nc(C)cc(C)c3c2n1 (stereo unspecified),-34
N#Cc1ccc(Cn2cc(C#N)c3ccccc32)cc1,7
COc1ccccc1NC(=O)N1CCCC1C(=O)Nc1ccc(Cl)cc1 (stereo unspecified),-7
COc1ccccc1CCCNC(=O)c1cc(-c2ccccn2)n[nH]1,-75
O=C1CCCN1c1ccc(S(=O)(=O)NC2(c3ccccc3F)CC2)cc1,-26
O=c1[nH]c(N2CCCCC2)nc2c1CCN(Cc1cc3c(cc1Cl)OCO3)C2,-45
CCCC(c1nnnn1C(C)(C)C)N(Cc1ccc(C)cc1)Cc1cc2cc(C)ccc2[nH]c1=O (stereo unspecified),22
CCc1ccc(N(CC(=O)N2CCC(C)CC2)S(C)(=O)=O)cc1,-17
Cc1ccc(C)c(Cn2nnc3c(=O)[nH]c(C4CCN(C(=O)C5CCC5)CC4)nc32)c1,9
O=C(NCC1CCCO1)C1CC(c2ccc(Cl)cc2)=NO1 (stereo unspecified),-15
Cc1ccc2[nH]c(=O)c(C(c3nnnn3C3CCCC3)N3CCCC3)cc2c1 (stereo unspecified),-5
CC(C)(C)NC(=O)CN1CCC(c2ccc(F)cc2)CC1,-27
Cc1ccc2[nH]c(=O)c(CN(Cc3nnnn3C3CCCCC3)C3CCCCC3)cc2c1,69*
COc1cc(NC(=O)c2cc(-c3ccc(Cl)cc3Cl)on2)cc(OC)c1OC,6
O=C1CN=C(Nc2ccccc2F)N1c1ccc2c(c1)OCCO2,29
COc1cc(C2C(C#N)=C(N)Oc3n[nH]c(-c4ccc(F)cc4)c32)ccc1OCC(N)=O (stereo unspecified),-30
Cc1cc2cc3c(cc2cc1SCC(=O)Nc1ccc(C(=O)O)cc1)OCO3,-68
CCc1nc(-c2cc3cc(C)ccc3[nH]c2=O)no1,-22
COc1cccc(-n2c(SCC(=O)Nc3ccccc3OC)nnc2-c2cccnc2)c1,6
CCc1nn(CC(=O)NC(C)(C)C)c(=O)c2cc3sc(C)cc3n12,-32
N#CCCSc1nnc(-c2ccncc2)n1Cc1ccccc1,-38
CC[C@H](Cn1nc(-c2ccc(F)c(F)c2)ccc1=O)NC(=O)Cc1ccccc1OC,-32
CS(=O)(=O)N(CC(=O)Nc1ccc2c(c1)OCCO2)c1ccc(Cl)cc1,-43
CCCC(=O)NC(c1ccc(C(C)C)cc1)c1ccc2cccnc2c1O (stereo unspecified),8
Cc1ccnn1CCNS(=O)(=O)c1ccc2c(c1)NC(=O)CO2,-40
CCc1ccc2[nH]c(=O)c(CN(CCN(C)C)C(=S)Nc3ccc(OC)cc3)cc2c1,-42
COc1ccc2cc(CN(Cc3cccnc3)S(=O)(=O)c3ccc(C)cc3)c(=O)[nH]c2c1,-79
CCn1cc(CN(Cc2cc(OC)ccc2OC)CC2CCCO2)c(C)n1 (stereo unspecified),37
COc1ccc(-c2nnc(SCC(=O)NCc3ccc4c(c3)OCO4)o2)cc1,-63
CC(=O)c1cc2c(cc1N(C(=O)c1ccco1)C(C(=O)NC1CCCC1)c1ccccc1F)OCO2 (stereo unspecified),11
COc1ccc(CNS(=O)(=O)c2cccc(S(=O)(=O)N3CCCC3)c2)cc1,-44
O=C(Nc1nnc(C(F)(F)F)s1)c1ccccc1Cl,-25
O=C(CSc1nc2ccccc2n1Cc1ccc(F)cc1)N1CCOCC1,-27
COc1ccc(NC(=O)CSC2=NCCS2)c(OC)c1,-42
CCC(C)NS(=O)(=O)c1ccc(OCC(=O)N2CCCCCC2)cc1 (stereo unspecified),-49
O=C(c1nsc(N2CCCCC2)c1Cl)N1CCCCC1,-14
O=C(Cc1ccccc1F)N1CCC(n2nc(-c3cccs3)ccc2=O)CC1,6
CN(CC(=O)N1CCC(C(N)=O)CC1)S(=O)(=O)c1ccc2ccccc2c1,-23
O=C(COc1ccc2nncn2n1)NC1(c2ccccc2F)CCCC1,-25
Cc1ccc2[nH]c(=O)c(CN(CCO)C(=O)Nc3ccccc3Cl)cc2c1,-72
O=C(CSc1nnc(-c2cccc(O)c2)o1)Nc1cccc2ccccc12,-51
COc1ccc(C(C(=O)NC2CCCC2)N(C(=O)c2ccco2)c2cc(C)ccc2OC)cc1 (stereo unspecified),15
CCC(C)(C)NC(=O)C(c1ccc(C)o1)N(C(=O)c1csnn1)c1cccc(C)c1 (stereo unspecified),-4
Cc1nnc(SCC(=O)Nc2ccc(F)cc2)n1C1CCCCC1,3
CCC(CC)c1nnc(NC(C)=O)s1,-14
CCC(c1nnnn1C(C)(C)CC)N1CCN(C2CCCC2)CC1 (stereo unspecified),-15
CSc1ncc(C(=O)Nc2ccc(Oc3ccc4c(c3)OCO4)cc2)cn1,-86
Cn1ccnc1C1(O)CCN(CC(=O)Nc2ccc(F)cc2)CC1,-7
COc1ccc(CCn2nnnc2C(c2ccccc2)N2CCN(C3CCCC3)CC2)cc1OC (stereo unspecified),-19
Cc1nc2c(-c3ccc(F)cc3)c(C)nn2c(NCCCO)c1C,-51
O=C(c1ccc(N2CCCCC2)cc1)N1CCC2(CC1)Nc1ccccc1-n1cccc12,8
NNC(=O)C(Sc1n[nH]c(=O)[nH]c1=O)c1ccccc1 (stereo unspecified),-7
CCOC(=O)C1=C(C)NC2=C(C(=O)CC(C)(C)C2)C1c1cc(OC)c(Br)cc1OC (stereo unspecified),16
CCOc1ccc(NC(=O)CSc2nnc(COc3ccccc3)n2C)cc1,-20
CCOC(=O)C1=C(C)NC(=S)NC1c1ccc(OCC(=O)N2CCCCCC2)cc1 (stereo unspecified),-17
Cc1ccc(NC(=O)N2CCCC(c3nc4cc(C)c(C)cc4[nH]3)C2)cc1 (stereo unspecified),-29
CCOC(=O)C(=O)Nc1sc(C(=O)Nc2ccccc2C)c(C)c1C(=O)OC,8
CCn1c(Cc2ccccc2)nnc1SCC(=O)N1C(C)CCCC1C (stereo unspecified),12
O=C1NC2(CCN(C(=O)CCCc3c[nH]c4ccccc34)CC2)Oc2ccccc21,-71
# Additional records follow:
SMILES,EP2 mod
Cc1cccn2c(=O)c3cc(C(=O)NCCN4CCOCC4)c(=N)n(C(C)C)c3nc12,-23
CCn1c(SCC(=O)Nc2ccc(N)cc2)nnc1-c1ccncc1,9
COc1ccc(S(=O)(=O)N2CCC(C(=O)Nc3ccccc3Cl)CC2)cc1C,-51
COc1cc(OC)cc(C(=O)N2CCC(O)(c3cccnc3)CC2)c1,6
COc1ccc2cc(C#N)c(SCC(=O)Nc3ccc(C)cc3C)nc2c1,34
CS(=O)(=O)c1cncnc1C1CCCN(C(=O)Nc2ccc(F)cc2)C1 (stereo unspecified),-5
CCC(c1nnnn1C(C)(C)CC)N(Cc1cc2c(C)cc(C)cc2[nH]c1=O)C1CCCCC1 (stereo unspecified),-2
CNC(=S)N(CCN(C)C)Cc1cc2cc(OC)ccc2[nH]c1=O,-20
O=C(CSc1nnc(-c2ccncc2)o1)Nc1cccc(C(F)(F)F)c1,3
Cc1cc(NC(=O)CSc2nnc3c4c5c(sc4nc(C(C)C)n23)CCCC5)no1,1
COc1cc(CNC(=O)c2cnc(C)cn2)cc(OC)c1,-6
Cc1ccc(CN(CCCn2ccnc2)Cc2ccc3c(c2)n(C)c(=O)n3C)s1,20
CCOc1ccccc1NC(=O)CSc1nc2ccc(C)cc2cc1CC,58
NC(=O)CCN1N=C(c2ccc(F)cc2)Cn2c(cc3sccc32)C1=O,-25
COC(=O)Cn1c(C)c(CN2CCc3c(nc(C)[nH]c3=O)C2)c2ccccc21,-3

# Two of these compounds in a different format.
Molecule	EP2 mod
Cc1cc(NC(=O)CSc2nnc3c4c5c(sc4nc(C(C)C)n23)CCCC5)no1	1
COc1cc(CNC(=O)c2cnc(C)cn2)cc(OC)c1	-6

# Continued:
SMILES,EP2 mod
Cc1cc(C)c2[nH]c(=O)c(CN(Cc3ccco3)C(=O)NC3CCCCC3)cc2c1,27
Cc1ccc(C(c2nnnn2C2CCCCC2)N2CCSCC2)cc1 (stereo unspecified),7
CCN(CC)C(=O)Cn1ncc2c3sc(C)cc3n(C)c2c1=O,2
COc1ccc(NCc2ccc(O)c3ncccc23)cc1,-36
O=C(c1n[nH]c(=O)c2ccccc12)N1CCC(n2nnc(-c3ccc(F)cc3)n2)CC1,-62
Cc1sc2ncnc(SCC(=O)NC3CCCC3)c2c1C,-18
COc1ccc(Cl)cc1NC(=O)C1CC(c2c(F)cccc2Cl)=NO1 (stereo unspecified),-51
O=C(COc1ccccc1)Nc1ccc(N2CCOCC2)c(Cl)c1,-73
COc1ccc(OC)c(CC(=O)N2CCC(c3ccc4c(c3)OCO4)CC2)c1,-3
COc1ccc(C(=O)N(CC(=O)NCC2CCCO2)Cc2ccccc2F)cc1OC (stereo unspecified),5
Cc1cccc(OCC(=O)Nc2nc3ccccc3s2)c1C,-54
O=C(CSc1nc(-c2ccco2)cc(C(F)(F)F)n1)NC1CCCCC1,-90
Cc1cccc2cc(CN(Cc3cccs3)C(=O)c3cccs3)c(=O)[nH]c12,-48
Cc1cccc(NC(=O)CSc2nccc(C)n2)c1,-23
Nc1ccc(N2CCCC2)cc1,-94
CN(C)CCCn1c(-c2ccncc2)n[nH]c1=S,17
O=C(NC1CCCC1)C(c1ccccc1F)N(C(=O)c1ccco1)c1ccc2c(c1)OCO2 (stereo unspecified),18
CCOC(=O)c1[nH]c2ccc(C)cc2c1NC(=O)OC,-64
CN(C)CCC[C@@H]1c2ccccc2Oc2ccc(C(F)(F)F)cc21,-32
[N-]=[N+]=CC(=O)COC(=O)c1ccccc1,15
COCCN(CCOC)C(=O)CSc1nnc2c(n1)[nH]c1ccccc12,-23
O=C(c1ccccc1-c1ccccc1)N1CCC(c2ccncc2)CC1,-6
O=C(c1ccc2c(c1)OCO2)N1CCC(c2ccccc2F)CC1,-28
Cc1nn(C)c(C)c1NC(=O)Cn1nc(C)c2cccn2c1=O,-8
O=C(Nc1ccc2oc(-c3cccnc3)nc2c1)c1ccccc1,1
COc1ccc(CN2CCC3(CC2)CC(=O)c2cc(F)ccc2O3)cc1,-51
C=CCNC(=O)CN1CCC(c2ccc(F)cc2)CC1,-24
COCCNC(=O)Cn1nc2c3ccccc3nc(C(C)C)n2c1=O,4
CCOc1nc(N)c(C#N)c(-c2ccccc2OC)c1C#N,36
CC1(C)[C@@H](CC(=O)O)CCC[C@H]1CC(=O)O,21
COc1cccc(OC)c1C(=O)Nc1ccc2oc(=O)ccc2c1,-12
O=C(CN(C(=O)CCC(=O)Nc1nccs1)C1CCCC1)NCc1ccc(F)cc1,-26
NCCCNC(=O)c1ccco1,-20
C[C@H](CC(=O)O)C(C(=O)O)C(=O)O,38
CCc1ccc(-n2nnnc2SCC(=O)Nc2ccc3c(c2)OCO3)cc1,-20
Cc1ccc(Cn2nnnc2CN2CCC(c3nc4ccccc4s3)CC2)cc1,-105
Cn1c(-c2ccc3nc(-c4ccc(N)cc4)[nH]c3c2)nc2cc(N)ccc21,-39
Fc1ccc(C(c2nnnn2C2CCCC2)N2CCCCC2)cc1 (stereo unspecified),-1
CN(C)c1ccc(C(=O)CC2(O)C(=O)Nc3ccc(Br)cc32)cc1 (stereo unspecified),-38
CC1=C(CC[C@H](C)CO)O[C@@H]2C[C@@H]3[C@H]4CC[C@H]5C[C@@H](O)CC[C@]5(C)[C@@H]4CC(=O)[C@@]3(C)[C@H]12,24
O=C(CSc1nnnn1C1CCCCC1)Nc1nc2ccccc2s1,-81
CCOCCCNc1c(C)c(C)nc2cc(-c3cccs3)nn12,-17
CCC[n+]1cccc2c3ccccc3ccc21,-14
O=C(O)c1cc2c([nH]1)CCCC2,-2
Cc1cc(C)c2c(c1)cc(C)c1nn(Cc3ccncc3)c(=O)n12,-8

# Nothing new here: 16 of the compounds above.
SMILES,EP2 mod
O=C(c1ccc2c(c1)OCO2)N1CCC(c2ccccc2F)CC1,-28
Cc1nn(C)c(C)c1NC(=O)Cn1nc(C)c2cccn2c1=O,-8
O=C(Nc1ccc2oc(-c3cccnc3)nc2c1)c1ccccc1,1
COc1ccc(CN2CCC3(CC2)CC(=O)c2cc(F)ccc2O3)cc1,-51
C=CCNC(=O)CN1CCC(c2ccc(F)cc2)CC1,-24
COCCNC(=O)Cn1nc2c3ccccc3nc(C(C)C)n2c1=O,4
CCOc1nc(N)c(C#N)c(-c2ccccc2OC)c1C#N,36
CC1(C)[C@@H](CC(=O)O)CCC[C@H]1CC(=O)O,21
COc1cccc(OC)c1C(=O)Nc1ccc2oc(=O)ccc2c1,-12
O=C(CN(C(=O)CCC(=O)Nc1nccs1)C1CCCC1)NCc1ccc(F)cc1,-26
NCCCNC(=O)c1ccco1,-20
C[C@H](CC(=O)O)C(C(=O)O)C(=O)O,38
CCc1ccc(-n2nnnc2SCC(=O)Nc2ccc3c(c2)OCO3)cc1,-20
Cc1ccc(Cn2nnnc2CN2CCC(c3nc4ccccc4s3)CC2)cc1,-105
Cn1c(-c2ccc3nc(-c4ccc(N)cc4)[nH]c3c2)nc2cc(N)ccc21,-39
Fc1ccc(C(c2nnnn2C2CCCC2)N2CCCCC2)cc1 (stereo unspecified),-1

# Other structures follow.
SMILES,EP2 mod
COCCN1C(=O)C(=O)/C(=C(\O)c2ccc(C)cc2)C1c1cc(OC)ccc1OC (stereo unspecified),-22
CCCC(c1nnnn1C(C)(C)CC)N(Cc1ccccc1)Cc1cc2ccc(C)c(C)c2[nH]c1=O (stereo unspecified),20
Cc1ccc(CC2SC(=O)NC2=O)cc1 (stereo unspecified),-19
NCCSS(=O)(=O)CCN,24
C=CCn1c2cc(C)sc2c2cnn(CC(=O)N3CCCCC3C)c(=O)c21 (stereo unspecified),-41
Cn1c(=O)[nH]c(=O)c2c1nc(N1CCN(CCO)CC1)n2Cc1cccc2ccccc12,-27
CC1CCN(c2ccc(N)cc2C(N)=O)CC1,-3
CC(C)c1nc2ccccc2c2nn(CC(=O)NC34CC5CC(CC(C5)C3)C4)c(=O)n12,-17
CCOC(=O)C(=O)Nc1nc2ccc(OC)cc2s1,-4
Cn1ccnc1C1(O)CC2CCC(C1)N2C(=O)c1ccccc1F (stereo unspecified),1
NC(N)=NC(N)=Nc1ccccc1 (tested in a mixture with another compound),-9
Cn1ccnc1C(NC(=O)c1ccncc1)c1ccc(F)c(F)c1 (stereo unspecified),-5
CCCc1nc(C(C)(C)O)c(C(=O)OCc2oc(=O)oc2C)n1Cc1ccc(-c2ccccc2-c2nn[nH]n2)cc1,21

# Some of the compounds tested, so the mix of outcomes need not match the whole.
